Screening results (PubChem BioAssay)
NadD block: blocks S. aureus nicotinate mononucleotide adenylyltransferase | purified NadD enzyme, colorimetric absorbance read-out | inhibition, % at 20 µM | 360,000 tested, 0.78% active | AID 602399; in the data active = inhibition above about 26%; note: some compounds past the cut are filed as inactive
SUMO1 PPI mod: SUMO1-SIM interaction modulation; P63165; SUMO1 binding to a labelled peptide, TR-FRET, 1 h; inhibition, % at 20 µM; 360,000 tested, 0.33% active; AID 602429; in the data active = inhibition above about 37%
Target sequence (P63165 whole entry, looked up): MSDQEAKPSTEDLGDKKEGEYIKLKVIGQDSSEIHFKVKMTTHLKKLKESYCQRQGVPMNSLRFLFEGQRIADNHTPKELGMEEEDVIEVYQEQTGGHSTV
DNMT1 block: blocks human DNA methyltransferase DNMT1 | P26358 | DNMT1 molecular beacon, Hinp1I cleavage, fluorescence | inhibition (reported as % activation of signal), % at 10 µM | 360,000 tested, 0.83% active; in the data active = inhibition above about 50%
TbMetRS inhib: blocks T. brucei methionyl-tRNA synthetase activity; 360,000 tested, 0.4% active; AID 624268; purified T. brucei MetRS, ATP depletion, Kinase-Glo luminescence; inhibition, % at 11.9 µM;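 active = inhibition above a per-plate cutoff of the control wells' mean inhibition plus 3 SD, cut at about 5.5% in these data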;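 note: 0% = DMSO wells median and 100% = median of wells with control inhibitor compound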
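Material – parasite MetRS enzyme · Medium – HEPES-MgCl2-KCl buffer plus DTT, spermine, BSA, pyrophosphatase · Reagent – ATP, methionine and E. coli bulk tRNA substrates · Times – 15 min enzyme-compound preincubation, 2 h reaction, 10 min detection, 25 °C · Measured by – luminescence of leftover ATP · Evaluation – percent inhibition relative to median high and low control wells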
NRP1-CendR mod: alters CendR peptide binding to human NRP-1. O14786. FAM-RPARPAR peptide binding to NRP-1, fluorescence polarization. inhibition, % at 25 µM. 360,000 tested, 0.85% active. AID 602438;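 active = inhibition or corrected inhibition above about 18%, plus a signal ratio from 0.5 to 1.5, limit read from the data, passing the limit was not always enough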; note: strong numbers were not always called active
Neddylation inh: blocks human cullin neddylation; calls only at 25 µM; TR-FRET cullin neddylation, biochemical; 360,000 tested, 0.58% active; P61081+Q13564; AID 651699; in the data active = inhibition above about 36%
LMPTP inh: blocks human LMPTP phosphatase; inhibition, % at 20 µM; AID 651560; 360,000 tested, 0.22% active; recombinant LMPTP-A, OMFP fluorogenic substrate, fluorescence intensity;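 active = compounds that cut the enzyme signal by at least half of the control window in the single-dose screen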;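 note: plate controls were DMSO wells with enzyme plus substrate for no effect and substrate without enzyme for full effect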
Target sequence (P24666 whole entry, looked up): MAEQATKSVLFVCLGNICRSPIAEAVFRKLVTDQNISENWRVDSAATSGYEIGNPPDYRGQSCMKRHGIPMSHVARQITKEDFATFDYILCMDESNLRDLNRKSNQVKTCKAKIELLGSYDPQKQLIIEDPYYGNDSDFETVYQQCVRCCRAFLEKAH
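Test system: LMPTP-A phosphatase enzyme; input: 0.625 nM LMPTP-A final; reagent: OMFP substrate, 400 µM final; compound dosing: 20 µM single dose, 3% DMSO; incubation: 50 min dark incubation at room temperature; measured by: endpoint fluorescence intensity from OMFP dephosphorylation; measure: % inhibition relative to no-enzyme and uninhibited control wells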
SKN-1 inh: inhibitors of C. elegans SKN-1 | 360,000 tested, 0.49% active | AID 624304 | C. elegans VP596 Pgst-4::GFP/RFP ratio, acrylamide-induced, 24 h | inhibition, % at 21.8 µM;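 active = interference check ratio from 0.5 to 1.5 plus GFP to RFP signal ratio inhibition reaching or exceeding a fixed threshold, cut at about 30% in these data, passing the limit was not always enough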; note: some compounds called inactive have numbers as strong as hits
Scp-1 inhibitor: inhibitors of human Scp-1 phosphatase. 340,000 tested, 0.88% active. Recombinant Scp1, phosphopeptide, malachite green phosphate absorbance. inhibition, % at 20 µM. AID 493091. Q9GZU7;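 active = inhibition above about 50% at 20 µM, limit read from the data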;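 note: plate controls were DMSO wells with enzyme for no effect and wells lacking enzyme for full effect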
Target sequence (Q9GZU7 76-261 limits assumed): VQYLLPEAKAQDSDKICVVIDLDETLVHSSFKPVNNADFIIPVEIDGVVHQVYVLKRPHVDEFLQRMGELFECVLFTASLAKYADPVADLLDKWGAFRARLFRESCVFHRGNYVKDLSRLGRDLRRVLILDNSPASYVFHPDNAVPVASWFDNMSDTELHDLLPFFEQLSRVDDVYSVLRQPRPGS
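System: SCP-1 catalytic domain; Reagent: Phospho 17-mer peptide substrate; Doses: one concentration, 20 µM, with 1.0% DMSO; Incubation: 45 min room-temperature reaction, 5 min colour, 30 min stabiliser; Signal: Phosphate-binding colour reagent, absorbance read at 630 nm.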
STEP inh: inhibitors of human striatal-enriched phosphatase STEP. inhibition, % at 20 µM. recombinant STEP, OMFP fluorogenic substrate, fluorescence. P54829. AID 588621. 360,000 tested, 0.25% active;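 active = inhibition at 20 µM, scaled per plate between control wells, above about 37%, limit read from the data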;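 note: 0% = DMSO with enzyme and substrate and 100% = substrate only without enzyme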
Target sequence (P54829 whole entry, looked up): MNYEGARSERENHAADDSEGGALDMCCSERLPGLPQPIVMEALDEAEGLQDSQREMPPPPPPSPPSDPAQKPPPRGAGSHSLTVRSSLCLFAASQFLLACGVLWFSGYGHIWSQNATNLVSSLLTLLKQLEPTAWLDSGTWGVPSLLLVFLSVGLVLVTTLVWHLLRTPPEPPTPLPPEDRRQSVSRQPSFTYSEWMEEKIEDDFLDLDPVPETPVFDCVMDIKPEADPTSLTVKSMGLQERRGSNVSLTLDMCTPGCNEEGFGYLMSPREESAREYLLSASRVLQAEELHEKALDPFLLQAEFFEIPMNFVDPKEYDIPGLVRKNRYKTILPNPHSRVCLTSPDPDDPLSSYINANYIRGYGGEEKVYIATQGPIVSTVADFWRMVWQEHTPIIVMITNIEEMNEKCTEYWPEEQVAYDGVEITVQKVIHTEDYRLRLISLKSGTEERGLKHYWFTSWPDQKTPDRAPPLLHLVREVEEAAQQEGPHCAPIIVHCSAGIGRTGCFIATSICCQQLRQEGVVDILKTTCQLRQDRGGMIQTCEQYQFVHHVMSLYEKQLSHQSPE
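System: STEP (striatal-enriched tyrosine phosphatase) enzyme, cell-free; medium: Bis-Tris pH 6.0 buffer with DTT, detergent; dosing: 20 µM, 1% DMSO; times: reaction 20 min, ambient temperature; detection: fluorescence, 480/540 nm; read-out basis: normalized % inhibition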
* = called active by the depositor; i = inactive; x = not tested or not shown; & = joins results of further samples. Compounds as they come. Share with any hit: about 4.6%.

SMILES	NadD block	SUMO1 PPI mod	DNMT1 block	TbMetRS inhib	NRP1-CendR mod	Neddylation inh	LMPTP inh	SKN-1 inh	Scp-1 inhibitor	STEP inh
COc1cccc(C2C(C#N)=C(N)SC(c3ccccc3)C2[N+](=O)[O-])c1 (stereo not drawn)	8	-1	1	-0.4	5	i	2.2	6	-11	1
Cc1cc(NC(=O)c2c(F)cccc2Cl)no1	-2	2	2	-0.3	7	i	-1.0	-3	-3	14
O=C(CC12CC3CC(CC(C3)C1)C2)NC(=S)NCc1ccco1	-11	13	1	-0.8	6	i	0.7	-3	-7	1
O=C(CCc1ccccc1)NNC(=O)c1ccncc1	-4	-1	3	-0.3	5	i	-1.6	3	-6	-2
CCCCCCc1cc2cc(S(=O)(=O)c3ccc(Cl)cc3)c(=O)oc2cc1O	36*	0	12	0.7	-5	x	-1.0	14	-12	-2
CCOC(=O)C1(C)CCCN(C(=O)c2ccc(OC)cc2)C1 (stereo not drawn)	-8	-6	0	-0.2	8	i	-2.1	-8	x	0
CC(OC(=O)c1cc(Br)ccc1O)C(=O)NCc1ccc2c(c1)OCO2 (stereo not drawn)	0	-18	3	-0.5	8	i	-0.2	15	5	2
CNC[C@H]1Oc2cc(Br)ccc2S(=O)(=O)N([C@@H](C)CO)C[C@H]1C	-9	-1	-5	-0.8	8	i	-3.4	19	x	-2
Cn1ncc2c(NNC(=O)Cc3cccc4ccccc34)ncnc21	4	1	3	1.8	2	i	-2.2	6	-14	-1
O=[N+]([O-])c1ccc(S(=O)(=O)Nc2ccc(-c3ccccc3)cc2)cc1	-7	-30	0	0.1	-4	i	1.7	-4	x	-3

Quoted from the listing:
Result for `CNC[C@H]1Oc2cc(Br)ccc2S(=O)(=O)N([C@@H](C)CO)C[C@H]1C` in SKN-1 inh: 19
Result for `Cc1cc(NC(=O)c2c(F)cccc2Cl)no1` in SKN-1 inh: -3

(more compounds)
SMILES	NadD block	SUMO1 PPI mod	DNMT1 block	TbMetRS inhib	NRP1-CendR mod	Neddylation inh	LMPTP inh	SKN-1 inh	Scp-1 inhibitor	STEP inh
CCN1CCc2c(OCC(=O)N3N=C(c4cccs4)CC3c3ccc(F)cc3)cccc2C1=O (stereo not drawn)	-2	-4	-8	0.1	-18	x	4.2	3	20	-4
Cc1ccc(C)c(NC(=S)c2ccccn2)c1	-2	-1	1	-0.4	4	i	-1.6	-11	-2	2
Cc1ccc(C(=O)NCCc2cccs2)cc1	-6	-2	0	-0.3	9	i	-0.2	6	1	-3
COc1ccc(OC)c(/C(C)=N\NC(=O)c2cc3cc(Cl)ccc3n2C)c1	1	-2	-2	0.0	16	i	3.2	2	-3	0
N#CC1=C2SCN(c3ccccc3)CN2C(=O)CC1c1c(Cl)cccc1Cl (stereo not drawn)	17	3	-10	-0.2	-7	i	-0.6	-1	6	1
Cc1ccc(OCC(=O)Nc2nnc(C3CCCO3)s2)c(Br)c1 (stereo not drawn)	-5	16	-1	-0.6	6	i	-1.8	10	-9	0
COc1ccc(/C=C/C(=O)NC(=S)NN2CCCCC2c2cccnc2)cc1OC (stereo not drawn)	12	-10	2	-0.3	-4	i	1.3	13	-1	4
COc1cccc2c1C(CO)N1C(C#N)C3CC(C(=O)O)C(C1C2)N3C (stereo not drawn)	-1	3	-5	0.2	6	i	-1.1	28	1	-1
Cc1nc(-n2nnc3cc(C)c(C)cc32)c2c3c(sc2n1)CCCC3	2	2	2	-0.1	1	i	2.9	13	-6	1
N#Cc1ccc(-c2ccc3nccn3c2)cc1	-1	-2	1	0.2	-7	i	0.9	5	x	-1
Cc1ccccc1OCCNc1cc(N2CCN(CCO)CC2)ccc1[N+](=O)[O-]	-9	-31	-5	-0.4	-11	i	-3.4	6	-6	7
Cc1ccc(S(=O)(=O)N2[C@@H](c3ccccc3F)C(C(=O)O)=CC[C@H]2c2cccs2)cc1	0	4	-1	0.0	5	i	-0.6	-3	4	0
NC(=O)OCC(COC(N)=O)c1ccccc1	0&0	3&-6	-1&0	-0.4&-0.7	-11&-9	i	-1.0&-0.8	-7&-21	-1&-9	-1&0
CCCCN(C=O)c1c(CC)nc2c(OCc3ccccc3C(=O)OC)cccn12	3	-2	6	-0.4	4	i	-0.1	5	x	1
COc1ccc(NC(=O)O/N=C/c2ccccc2)cc1	-3	0	-1	0.2	17	i	-0.6	30	-5	0
CC1CCCCC1NC(=O)C1Cc2ccccc2CN1S(C)(=O)=O (stereo not drawn)	3	-3	1	-1.9	4	i	0.4	-5	4	1
CC(C)c1nnc(SCc2ccc(CSc3nnc(C(C)C)n3N)cc2)n1N	-2	-4	-3	-1.1	2	i	0.8	-7	-4	-3
COc1cccc(-c2cnc(C(O)c3ccc(C)cc3C)[nH]2)c1 (stereo not drawn)	-1	7	0	-0.4	-5	i	-1.4	-8	x	0
CC(OC(=O)c1snc(C(=O)NC2CCCCC2)c1N)C(=O)NC1CCCCC1 (stereo not drawn)	-6	-4	0	-2.8	0	i	-0.6	-10	3	-1
COC(=O)N1c2ccccc2CCc2ccccc21	-2	4	0	-0.8	1	i	-0.8	18	-16	1
O=C(c1ccncc1)N(Cc1cc2ccccc2[nH]c1=O)C1CCCCC1	-3	1	0	0.0	4	i	2.2	-3	-6	0
CC(C)Nc1nnc(SCC(=O)Nc2ccc(F)cc2)s1	-2	2	4	-0.3	0	i	-0.8	-1	-8	0
CC1CCN(C(=O)CSc2nnc(CNC(=O)c3c(F)cccc3F)o2)CC1	-3	-3	1	0.2	-16	i	0.4	-4	-7	-1
NC(=O)c1sc2nc3c(c(-c4ccccc4)c2c1N)CCC3	4	-12	-4	0.9	-5	i	0.3	-1	0	4
Cc1cc(CNC(=S)Nc2cccc(Cl)c2Cl)nn1C	7	-1	4	0.0	-12	i	1.3	0	10	-1
COc1cccc(C2CC(OCCF)=CC(=O)O2)c1 (stereo not drawn)	x	-5	x	0.1	-19	i	-2.1	0	x	x
CCCC(c1nnnn1CCOC)N1CCN(c2cccc(OC)c2)CC1 (stereo not drawn)	2	0	0	-0.9	7	i	-1.4	6	-1	-2
Cc1cccc(-n2nnnc2SCC(=O)Nc2cccc(S(N)(=O)=O)c2)c1	-7	0	0	0.0	-10	i	1.1	-9	-4	-3
CC(C)(C)C(=O)Nc1cccc(C(=O)Nc2cc(C(=O)O)cc(C(=O)O)c2)c1	-1	4	8	0.8	1	i	-2.5	9	-12	-2
COc1ccc(N2CCN(C(=O)CSc3nnc(NC(=O)C4CC4)s3)CC2)cc1	3	2	0	-0.2	2	i	-0.7	1	-3	0
O=C(c1cccc(F)c1F)N1CCCc2ccccc21	1	3	3	-0.7	-4	i	-0.9	5	-4	2
Cn1c(=O)c2ncn(CC(=O)NCCC3=CCCCC3)c2n(C)c1=O	1	-1	0	-0.1	2	i	-1.2	15	-4	-2
CCOc1ccc(C(=O)C2CCN(CC(=O)Nc3ccccc3N3CCOCC3)CC2)cc1	2	-2	0	-1.6	10	i	0.8	-2	3	0
CC1(C)CC(=O)C2=C(C1)N(c1ccccc1)C(=O)CC2c1ccsc1 (stereo not drawn)	3	10	0	-0.6	0	i	-0.2	11	-9	2
O=C1c2ccccc2C(c2nnnn2-c2ccc3c(c2)OCCO3)N1Cc1cccc(F)c1 (stereo not drawn)	-4&-2	4&4	x	-0.6&-1.2	6&6	i	-0.1&0.8	3&7	x	x
N#C/C(=C(/O)COC(=O)c1ccc(Cl)c(S(=O)(=O)N2CCOCC2)c1)c1nc2ccccc2[nH]1	7	4	-3	-0.2	-6	i	-1.1	3	-5	0
O=C(Nc1cccc(-c2nnc(-c3ccccc3)o2)c1)c1ccc(Br)o1	-4	7	-14	0.3	-8	i	3.0	5	-13	2
CCOc1cc(CNCc2cccs2)cc(Br)c1OCC	-3	1	-2	-0.1	5	i	-3.6	-7	9	-6
CCOC(=O)Nc1ccc(S(=O)(=O)N2CCC(c3nc4ccccc4[nH]3)CC2)cc1	-4	3	-10	-0.1	8	i	-0.3	20	x	0
O=C(NC(=S)Nc1ccc2[nH]c(=O)[nH]c2c1)c1cccc(F)c1	5	5	-4	-0.1	4	i	-1.2	11	-7	0

Some of these compounds in order of their number in NadD block, largest number first:
compound	NadD block	SUMO1 PPI mod	DNMT1 block	TbMetRS inhib	NRP1-CendR mod	Neddylation inh	LMPTP inh	SKN-1 inh	Scp-1 inhibitor
COc1ccc(N2CCN(C(=O)CSc3nnc(NC(=O)C4CC4)s3)CC2)cc1	3	2	0	-0.2	2	i	-0.7	1	-3
Cn1c(=O)c2ncn(CC(=O)NCCC3=CCCCC3)c2n(C)c1=O	1	-1	0	-0.1	2	i	-1.2	15	-4
CC(OC(=O)c1cc(Br)ccc1O)C(=O)NCc1ccc2c(c1)OCO2 (stereo not drawn)	0	-18	3	-0.5	8	i	-0.2	15	5
COc1cccc2c1C(CO)N1C(C#N)C3CC(C(=O)O)C(C1C2)N3C (stereo not drawn)	-1	3	-5	0.2	6	i	-1.1	28	1
CCN1CCc2c(OCC(=O)N3N=C(c4cccs4)CC3c3ccc(F)cc3)cccc2C1=O (stereo not drawn)	-2	-4	-8	0.1	-18	x	4.2	3	20
O=C(c1ccncc1)N(Cc1cc2ccccc2[nH]c1=O)C1CCCCC1	-3	1	0	0.0	4	i	2.2	-3	-6
CCOC(=O)C1(C)CCCN(C(=O)c2ccc(OC)cc2)C1 (stereo not drawn)	-8	-6	0	-0.2	8	i	-2.1	-8	x

Back to the main list, starting two compounds before the break.
SMILES	NadD block	SUMO1 PPI mod	DNMT1 block	TbMetRS inhib	NRP1-CendR mod	Neddylation inh	LMPTP inh	SKN-1 inh	Scp-1 inhibitor	STEP inh
CCOC(=O)Nc1ccc(S(=O)(=O)N2CCC(c3nc4ccccc4[nH]3)CC2)cc1	-4	3	-10	-0.1	8	i	-0.3	20	x	0
O=C(NC(=S)Nc1ccc2[nH]c(=O)[nH]c2c1)c1cccc(F)c1	5	5	-4	-0.1	4	i	-1.2	11	-7	0
O=C(OC1CCCC1)c1ccc(Cl)cc1Cl	0	3	3	-0.3	1	i	-1.9	5	1	0
COC(=O)c1cn(NC(=O)Cc2c(F)cccc2Cl)c(=O)c2ccccc12	3	-2	1	0.3	-3	i	0.0	0	2	0
CC(C)NC(=O)N(C)C[C@@H]1Oc2cc(Br)ccc2S(=O)(=O)N([C@@H](C)CO)C[C@H]1C	-3	3	7	0.1	0	i	-2.3	4	x	-1
COc1cc(F)ccc1-c1cc(C(=O)Nc2ccc(C)c(NS(C)(=O)=O)c2)[nH]n1	3	26	-7	0.1	11	i	0.3	-20	x	-5
O=C(NCc1ccccc1Cl)c1cnccn1	1	1	-1	-0.3	-6	i	-2.7	1	-7	-2
COc1ccc(Oc2c(C=O)c3ccccc3n2C)cc1	-2	1	-3	0.1	26*	i	-2.2	2	-2	3
